# KB-3-1 cytotox: KB-3-1 parental cell cytotoxicity | 1.4% of 400,000 active | KB-3-1 viability, CellTiter-Glo ATP luminescence, 72 h | AID 1347075 | Potency, µM (top dose mostly 46.1 µM), for inactives: at the top dose activity change, negative = cytotoxic, usual class: cytotoxic; further: potency means the concentration at half of the fitted maximal effect; on the % scale 0 is the no-effect control and ±100 the full control effect; nearly all actives have a fitted effect of over 60% in size
#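 Using CellTiter-Glo luminescence, growth of non-resistant KB-3-1 adenocarcinoma cells is assessed 72 h after pin-tool compound addition at 37 °C. Normalized responses across the concentration series yield fitted curves.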
# ATXN viability: reduces viability in counter-screen for ATXN expression inhibitors. 0.49% of 400,000 active. S2 cells (HEK-293 line with an ATXN2-luciferase reporter) viability, CellTiter-Fluor protease fluorescence, 24 h. AID 651635. Potency, µM (series often up to 56.7 µM), actives largely listed as cytotoxic; further: potency means the concentration at half of the fitted maximal effect; nearly all actives have a fitted effect of over 40% in size
# HT1080-NT tox: kills 2HG-producing HT-1080-NT fibrosarcoma cells; 1.6% of 360,000 active; Potency, µM (doses to about 46.1 µM), inactives show at the top dose activity, negative = less viability, actives largely listed as cytotoxic; HT-1080-NT fibrosarcoma viability, CellTiter-Glo ATP luminescence, 48 h; AID 686970;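 further: NT is the 2HG producing partner of a matched IDH1 knockdown line; potency means the concentration at half of the fitted maximal effect; 0% = DMSO-treated cells and -100% = media-only wells without cells; nearly all actives have a fitted effect of over 55% in size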
#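 Luminescent CellTiter-Glo readout after 48 hours of compound exposure at 37 degrees C defined viability of HT-1080-NT cells. Activity was normalized to DMSO wells and cell-free media wells; concentration-response curves were fitted and assigned curve classes.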
# ATXN2 expr inh: inhibitors of ATXN2 expression; HEK-293 ATXN2-luciferase reporter, luminescence, 24 h; 0.72% of 360,000 active; Potency, µM (series often up to 57 µM), for the others: at the highest dose activity change, negative = inhibition, most hits filed as inhibitors; further: potency means the concentration at half of the fitted maximal effect; on the % scale 0 is the no-effect control and ±100 the full control effect; nearly all actives have a fitted effect of over 55% in size
#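 ATXN2-luciferase reporter cells (luciferase flanked by upstream and downstream ATXN2 gene portions) were treated 24 h at 37 °C with compounds at up to 57 uM. SteadyGlo luminescence gave expression; GF-AFC fluorescence gave viability.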
# HT1080 IDH1KD tx: HT-1080 IDH1 knockdown cell toxicity (counter line); 2% of 360,000 active; Potency, µM (series often up to 46.1 µM), for the others: top-dose activity, negative = toxicity, usual class: cytotoxic; HT-1080 IDH1 knockdown viability, ATP luminescence, 48 h;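 further: potency means the concentration at half of the fitted maximal effect; 0% = DMSO wells and -100% = cell-free medium wells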
#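 Using the IDH1-knockdown HT-1080 line run in the same batch and compound series as the NT line, viability after 48 h at 37 °C was determined by CellTiter-Glo luminescence and expressed as % activity.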
# KB-V1 cytotox: kills drug-selected multidrug resistant KB-V1 cells; KB-V1 MDR cells viability, CellTiter-Glo, 72 h; Potency, µM (doses to about 46.1 µM), for inactives: top-dose activity change, negative = cytotoxicity, hits mostly cytotoxic; 3.4% of 400,000 active; AID 1347076; further: potency means the concentration at half of the fitted maximal effect; on the % scale 0 is the no-effect control and ±100 the full control effect; nearly all actives have a fitted effect of over 60% in size
#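 Potencies derive from concentration-effect curves fitted to normalized luminescence (CellTiter-Glo) of KB-V1 cells treated for 72 h at 37 degrees C in phenol-red-free DMEM containing 10% FBS.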
# IL-1B inflam inh: inflammasome signaling inhibition, IL-1 beta readout. activity change, % at 57.5 µM. THP-1 LPS/ATP IL-1B secretion, AlphaLISA, 16 h; active compounds read low. 4.7% of 360,000 active; in the data active means activity change below about -50%; inconclusive means mostly about -30% to -49%; further: on the % scale 0 is the no-effect control and ±100 the full control effect
#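 THP-1 cells pretreated 1 hr with compounds (up to 57.5 uM final), then stimulated with LPS (250 ng/mL final) plus ATP (1.25 mM final); secreted IL-1B measured by AlphaLISA after 16 hr, decreased signal indicating inhibition.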
# MCF10A rereplic: induces DNA re-replication in MCF 10a normal breast cells; MCF 10A DNA re-replication, Hoechst nuclear intensity, 48 h; Potency, µM (top dose mostly 46.1 µM), inactives show at the top dose activity, positive = re-replication, hits mostly activators; 2.9% of 350,000 active; further: potency means the concentration at half of the fitted maximal effect; % of control where 0% means no effect; nearly all actives have a fitted effect of over 50% in size
# SW480 rereplic: inducers of DNA re-replication in SW480 colon cancer cells; Potency, µM (top dose mostly 46.1 µM), inactives show at the top dose re-replication activation, actives largely listed as activators; SW480 DNA re-replication, Hoechst DNA content imaging, 48 h; 1.8% of 340,000 active; further: potency means the concentration at half of the fitted maximal effect; % of control where 0% means no effect; nearly all actives have a fitted effect of over 55% in size
#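 First, 250 cells per well were seeded. Next, compound or vehicle (23 nL) was pinned in, plates sat 48 hr at 37 C. Finally Hoechst was added for 40 min before fluorescence scanning.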
# An asterisk follows results filed as active; i = inactive; u = inconclusive; x = no result given; & = joins results of further samples; ! = repeats disagree; [ ] = another dose, or the depositor's remark. Unless noted, the call rests on the fitted dose curve; in most records, active means well fitted curve in the direction sought with a large enough effect; inconclusive means small, poorly fitted or top-dose-only effect, or another doubt; inactive means no such curve, though single readings can be large; an effect the other way counts as inactive or inconclusive.
Molecule,ATXN viability,HT1080 IDH1KD tx,KB-3-1 cytotox,ATXN2 expr inh,SW480 rereplic,MCF10A rereplic,KB-V1 cytotox,HT1080-NT tox,IL-1B inflam inh
Cc1onc(-c2c(Cl)cccc2Cl)c1/C(N)=N/OC(=O)N(C)C,i,-2%,9%,-3%,-2%,1%,25%,3%,8
C=Cn1ccnc1P(O)(=S)c1nc(C)c(CCOC(C)=O)s1 (configuration not stated),i,3%,-3%,-7%,0%,-2%,0%,1%,4
CN1C2CCC1CC(OC(c1ccccc1)c1ccccc1N)C2 (configuration not stated),i,u,0%,-9%,-63%[inhibitor],-4%,u,-22%,-19
COC(=O)C1=Nc2ccccc2/C1=C\c1c(O)n(-c2ccc(Br)cc2)c(=O)[nH]c1=O,i,u,-1%,-20%,-3%,u,0%,u,u
CCCCCOc1ccc(C)cc1CN(CCCl)CCCl,i,u,u,u,u,7%,u,-22%,x
CCC(=O)N1CC(=O)Nc2ccc(C)cc2C1c1ccc(F)cc1 (configuration not stated),i,x,5%,3%,x,x,-5%,x,x
CC(=NCCCN1CCCCC1)c1c(O)n(Cc2ccccc2)c(=O)[nH]c1=O,i,-7%,-2%,-20%,8%,11%,2%,-14%,-27
Nc1ccc2c(c1)Cc1cc([N+](=O)[O-])ccc1-2,x,-1%,12%,2%,u,u,2%,-1%,0
Oc1ccc(Cl)cc1Cc1ccccc1,u,-8%,0%,u,-16%&5%,u,-1%,-4%,12
CCN1CCN(S(=O)(=O)c2ccc(Cl)c(C(=O)Nc3ccc(C(=O)N(CC)CC)cc3)c2)CC1,i,-11%,-11%,6%,-23%,2%,u,27%,13
O=P1(c2ccccc2)Nc2ccccc2N1c1ccccc1 (configuration not stated),i,-20%,0%,45%[activator],5%,u,-8%,-1%,-9
Cn1c(O)c(C=NCCN2CCOCC2)c(=O)[nH]c1=S,i,10%,3%,2%,-7%,2%,u,14%,1
CC(C)[C@H]1C(=O)N2CCC[C@H]2[C@]2(O)O[C@](NC(=O)[C@@H]3C=C4c5cccc6[nH]cc(c56)C[C@H]4N(C)C3)(C(C)C)C(=O)N12,i,0%,-27%,-21%,u,2%&2%,-11%,-4%,-11
O=[N+]([O-])c1ccc(N2CCNCC2)cc1NCC1CCCO1 (configuration not stated),u,-5%,4%,-14%,-3%,0%,-26%,-4%,50
c1ccc(OCc2ccc(CCCN3CCOCC3)cc2)cc1,i,-15%,-8%,6%&-6%,3%&-3%,24µM*!,-22%,-7%,4
CCc1ccc(C(=O)C23CN4CN(CN(C4)C2)C3)cc1,i,1%,0%,-5%,-6%,-1%,-6%,0%,5
CCC(=Nc1cc(OC)ccc1OC)c1c(O)[nH]c(=O)[nH]c1=O,u,0%,5.8µM*,2%,2%,16%,2.6µM*,0%,27
O=C1CC(c2ccc(Br)cc2)c2c(c3ccccc3oc2=O)O1 (configuration not stated),i,x,1%,-4%,x,x,-3%,x,x
O=C1C=CC(=O)C2C1C1(Cl)C(Cl)=C(Cl)C2(Cl)C1(Cl)Cl (configuration not stated),u,-27%,-8%,-31%,5%,u,-22%,-9%,-103*
NCCc1c[nH]c2ccc(C(N)=O)cc12,i,11%,0%,5%,-16%,-3%,-1%,-1%,8
O=c1[nH]c(=O)n(Cc2ccco2)c(O)c1C=NCc1cccs1,i,6%,1%,10%,-1%,6%,u,-6%,-15
c1ccc(CN2CCN(Cc3ccc4ccccc4c3)CC2)cc1,i,-28%,-2%,7%,-4%,2%,0%,-23%,-18
c1ccc2c(CCNC3=NCCC3)c[nH]c2c1,i,-5%,15%,1%,1%,5%,21%,-2%,-7
O=c1[nH]c2ccccc2n1C1CCN(C(c2nnnn2-c2ccc3c(c2)OCCO3)C2CC2)CC1 (configuration not stated),i,u,u,-7%,x,x,-6%,u,-3
CN(C)C1C(=O)C(C(N)=O)=C(O)C2(O)C(=O)C3=C(O)c4c(O)cccc4C(C)(O)C3CC12 (configuration not stated),i,-8%,0%,-6%,-50%[inhibitor],-6%,7%,-10%,-17

# New compounds follow
Molecule,ATXN viability,HT1080 IDH1KD tx,KB-3-1 cytotox,ATXN2 expr inh,SW480 rereplic,MCF10A rereplic,KB-V1 cytotox,HT1080-NT tox,IL-1B inflam inh
CCn1cc(CN2CCCC(C(=O)c3sccc3C)C2)cn1 (configuration not stated),i,18%,20%,-4%,-1%,-29%,4%,18%,10
COc1ccc(/C=C/C(=O)NC(=S)N2C[C@H]3C[C@H](C2)c2cccc(=O)n2C3)cc1OC,i,4%,0%,6%,-4%,u,-45%,3%,0
Cc1ccc2c(c1)N(CCC(=O)N1CCC3(CC1)OCCO3)C(=O)CO2,i,-3%,-11%,6%,-3%,2%,-17%,7%,0
O=C1/C(=C\c2cccnc2)N2CCC1CC2,i,1%,-5%,0%,21%,0%,20%,-4%,u
Cc1nc2c(=O)n(C)c(=O)nc-2n(C)n1,7.1µM*,1.3µM*,5.2µM*,3.5µM*,0.52µM*,9.2µM*,6.5µM*,2.6µM*,-100*
COc1ccc(-c2nn(CCC#N)cc2C(=O)O)cc1,i,7%,0%,9%,-15%,-16%,3%,15%,11
CCOc1cccc(OCC)c2c(C)[n+](CC3CCCO3)c(C)c1-2 (configuration not stated),u,0%,5%,-2%,0%,-3%,5%,5%,45
O=C(c1ccccc1)N1CCN(CCc2ccccc2)CC1,i,9%,-9%,-37%,u,u,-6%,10%,u
COc1ccccc1-n1c(-c2cccs2)nc2ccccc2c1=O,i,6%,-2%,0%,-37%[inhibitor],u,-25%,0%,63
O=C(O)C(F)(F)S(=O)(=O)O,u,17%,0%,-35%,-9%,1%,3%,17%,55
Cn1c(O)c(C(=Nc2ccc(F)cc2)c2ccccc2Cl)c(=O)n(C)c1=O,i,-6%,-24%,-21%,-4%,-2%,-29%,-10%,-24
COC(=O)C1=C(c2cccc(C#N)c2)C[C@@H]2CC[C@H]1N2C(=O)NCCCOC(C)C,i,5%,-2%,-7%,-3%,8%,-5%,2%,0
CC(=O)c1c(C)n(C2CCCCC2)c2ccc(O)cc12,i,0%,-4%,32%,-1%,2%,-18%,-12%,4
CN(C)c1ccc(-[n+]2c(-c3ccccc3)cc(-c3ccccc3)cc2-c2ccccc2)cc1,u,2.6µM*,0.65µM*,u,u,u,21µM*,10µM*,-92*
O=c1[nH]c2ccccc2n1C1CCN(Cc2ccc(-c3nc4ccccc4nc3-c3ccccc3)cc2)CC1,u,u,u,-35%,x,x,23µM*,u,0
[Cl][Pt+2][Cl].[NH-]C1CCCCC1[NH-] (configuration not stated),i,-4%,0%,3%,u,-3%,3%,4%,-10
O=C(O)c1ccc(N=Cc2c(O)[nH]c(=O)[nH]c2=O)cc1,i,15%,18%,-18%,2%,-1%,u,19%,-5
CSCCC(c1nnnn1C1CCCCC1)N1CCC2(CC1)C(=O)NCN2c1ccccc1 (configuration not stated),x,14%,-3%,-7%,x,x,0%,28%,5
CCc1nc2ccc(C(=O)N3CCN(C(=O)c4ccco4)CC3)cn2c1N(C)Cc1ccc(OC)cc1,i,2%,0%,8%,x,x,6%,u,29
CCC1CN1P(=O)(Oc1ccc(Cl)cc1)N1CC1CC (configuration not stated),i,-2%,-16%,-5%,2%,12%,4%,0%,-13
Brc1ccccc1Cn1c(-c2cncs2)nc2ccccc21,u,-22%,u,-19%,16%,21%,-20%,-8%,5
CCCCn1c(O)c(C(C)=NCCCN(C)C)c(=O)[nH]c1=O,i,-3%,-1%,0%,17%,1%,4%,-7%,-1
O=C1CC(c2ccc(C(F)(F)F)cc2)c2c(c3ccccc3oc2=O)O1 (configuration not stated),i,x,3%,-4%,x,x,0%,x,x
CSc1ncc(/C=C2/C(=O)NC(=O)N(C3CCCCC3)C2=O)cn1,i,-1%,4%,-11%,-2%,-7%,-9%,-2%,-13
S=c1[nH]nc(-c2ccco2)n1/N=C/c1cccs1,u,12%,5%,-32%,2%,-4%,8%,14%,23

# (continued)
Molecule,ATXN viability,HT1080 IDH1KD tx,KB-3-1 cytotox,ATXN2 expr inh,SW480 rereplic,MCF10A rereplic,KB-V1 cytotox,HT1080-NT tox,IL-1B inflam inh
OC(O)C(Cl)(Cl)Cl,i,x,x,15%,1%,-6%,x,x,x
CCCCC(CC)CNCC(O)c1ccccc1 (configuration not stated),i,6%,-5%,-20%,-2%,-6%,-29%,-1%,14
O=C(c1ccco1)N1CCN(c2nc(C3CC3)nc3sc4c(c23)CCCC4)CC1,i,u,-23%,-30%,-2%,-5%,21µM*,u,0
CNC(=O)O/N=C/c1nn(C(=O)C(C)(C)C)cc1Br,i,5%,0%,-6%,4%,9%,28%,4%,18
COc1ccc(N=Cc2c(O)n(Cc3ccccc3)c(=S)[nH]c2=O)c(OC)c1,i,0%,-1%,-3%,-4%,0%,0%,0%,1
O=[N+]([O-])c1ccc(N2CCOCC2)c([N+](=O)[O-])c1,u,3%,-3%,-16%,-11%,1%,-15%,8%,4
OCCN1CCN(CCCN2c3ccccc3Sc3ccc(C(F)(F)F)cc32)CC1,u,23µM*,-2%,28µM*!,u,23µM*!,u,13µM*,-57*
CCOP(=O)(OCC)c1ccc(OP(=O)(c2cccc([N+](=O)[O-])c2)c2cccc([N+](=O)[O-])c2)cc1,i,11%,8%,-17%,-4%,5%,2%,11%,14
Cc1nc2ccccc2c(=O)n1-c1cc(F)ccc1F,i,6%,-2%,-14%,-12%,-4%,0%,-1%,4
CSc1ccccc1C(=O)C1CCCN(Cc2ccncc2)C1 (configuration not stated),i,8%,4%,x,-6%,14%,-2%,0%,22
CN(CC(=O)Nc1cccc(F)c1)CC(=O)Nc1cccc(S(=O)(=O)N(C)c2ccccc2)c1,u,-8%,-2%,u,10%,u,u,-5%,-79*
CCCCCn1c(=O)c(C(=O)NCc2ccccc2)c(O)c2ccccc21,i,2%,u,-37%,-25%,u,-27%,2%,27
Cc1nn(Cc2ccccc2Cl)c(Cl)c1C(=O)OC(C(=O)NC(N)=O)C(C)C (configuration not stated),i,-5%,-23%,-3%,-34%[inhibitor],12%,u,0%,0

# Source: PubChem (National Center for Advancing Translational Sciences (NCATS))

# Some of the compounds tested (hit frequency here may not be typical).
